Screens from PubChem.
NCI-60 one-dose screen, 48 h, at 10 µM unless noted. Numbers give growth in % (100 = growth as untreated, 0 = no growth, -100 = all killed).
A549/ATCC = A549/ATCC NSCLC. hit rate 3.7% among 81,000
UACC-257 = UACC-257 melanoma | AID 1794764 | hit rate 4.4% among 78,000
M14 = M14 melanoma; hit rate 6.2% among 80,000; AID 1794745
UACC-62 = UACC-62 melanoma. hit rate 5.4% among 81,000. AID 1794756
Active calls of the source: *; x = no result given; & = joins results of further samples; ! = repeats disagree; [ ] = dose if it differs, or a comment. The calls were made as follows: active = growth percent below 10; inactive = the rest. The list is partial; the hit share may differ from the screen's.

entry	Compound	UACC-257	A549/ATCC
1	O=C(O)CN1C(=O)C(Cc2ccccc2)N=C(c2cccc(O)c2)c2ccc(Cl)cc21 (configuration not stated)	x	x
2	CCCCN1C(=O)C(CC(=O)O)N=C(c2ccc(O)cc2)c2cc(Cl)ccc21 (configuration not stated)	x	x
3	C[C@H]1C(=O)O[C@@H]2CCN3CC=C(COC(=O)[C@](C)(O)[C@@]1(C)O)[C@H]23	x	x
4	N#CCN1C(=O)C(Cc2ccc(O)cc2)N=C(c2ccc(O)cc2)c2cc(Cl)ccc21 (configuration not stated)	x	x
5	NC(=O)CCC1N=C(c2ccc(O)cc2)c2cc(Cl)ccc2N(CC(=O)O)C1=O (configuration not stated)	x	x
6	CCCCN1C(=O)C(C(C)C)N=C(c2cccc(O)c2)c2ccccc21 (configuration not stated)	x	x
7	O=C(O)CCC1N=C(c2cccc(O)c2)c2ccc(Cl)cc2NC1=O (configuration not stated)	x	x
8	NC(=O)CN1C(=O)C(Cc2ccccc2)N=C(c2cccc(O)c2)c2ccccc21 (configuration not stated)	x	x

entry	UACC-62	M14
1	95[30 µM]	x
2	101[30 µM]	x
3	91&68[100 µM]	x
4	92[30 µM]	x
5	97[30 µM]	x
6	89[30 µM]	x
7	91[30 µM]	x
8	98[30 µM]	x

The list continues.
entry	Compound	UACC-257	A549/ATCC
9	CCOC(=O)c1[nH]cnc1/N=N/N(C)N	x	x
10	O=C(O)CN1C(=O)C(Cc2ccc(O)cc2)N=C(c2cccc(O)c2)c2ccc(Cl)cc21 (configuration not stated)	x	x
11	COc1ccc(CC2c3cc(OC)c(OC)c(OC)c3CC[N+]2(C)C)cc1Oc1ccc(CC2c3cc4c(c(OC)c3CC[N+]2(C)C)OCO4)cc1 (configuration not stated)	x	x
12	Cc1ccccc1NC(=O)CCl	98	98

entry	UACC-62	M14
9	-1.6*![100 µM]	x
10	89[30 µM]	x
11	41&90[100 µM]	x
12	x	95

One compound at a time (already shown).
`CCOC(=O)c1[nH]cnc1/N=N/N(C)N` across the screens: UACC-257 = x; A549/ATCC = x; UACC-62 = -1.6*![100 µM]; M14 = x
`O=C(O)CN1C(=O)C(Cc2ccc(O)cc2)N=C(c2cccc(O)c2)c2ccc(Cl)cc21` (configuration not stated) across the screens: UACC-257 = x; A549/ATCC = x; UACC-62 = 89[30 µM]; M14 = x
